Assay outcomes deposited in PubChem BioAssay by several laboratories.
GPR7 antagonist = antagonists of human GPR7 (neuropeptides B/W receptor 1); inhibition, % at 4.4 µM; P48145; AID 1861; actives 1.1% (n = 290,000); GPR7-expressing cells, fluorescence antagonist assay; in the data active = inhibition above about 16%, passing the limit was not always enough;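 note: cells stimulated with the agonist NPW; 0% = agonist with vehicle and 100% = vehicle without agonist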
PfM18AAP inh = blocks P. falciparum M18 aspartyl aminopeptidase; recombinant PfM18AAP, H-Glu-NHMec fluorogenic cleavage; inhibition, % at 7.35 µM; actives 1.2% (n = 290,000);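 active = inhibition above the campaign mean inhibition over all tested compounds plus 3 SD, cut at about 28% in these data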;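 note: 0% = plate median of test compound wells and 100% = 2 mM ZnCl2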
pCIP destab = lowers stability of the mouse p/CIP coactivator protein; decrease of EGFP signal, % at 10 µM; AID 1984; actives 0.01% (n = 290,000); F442A p/CIP-EGFP cells, EGFP fluorescence, 16 h;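 active = EGFP signal decrease of at least 30% at 10 µM or well 3 SD below plate mean, unless failing retest; inactive = the rest, including hits failing retest or dose response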; note: some compounds called inactive have numbers as strong as hits; many of its hits are not listed in these tables
Target sequence (Q05BA5 1-1403): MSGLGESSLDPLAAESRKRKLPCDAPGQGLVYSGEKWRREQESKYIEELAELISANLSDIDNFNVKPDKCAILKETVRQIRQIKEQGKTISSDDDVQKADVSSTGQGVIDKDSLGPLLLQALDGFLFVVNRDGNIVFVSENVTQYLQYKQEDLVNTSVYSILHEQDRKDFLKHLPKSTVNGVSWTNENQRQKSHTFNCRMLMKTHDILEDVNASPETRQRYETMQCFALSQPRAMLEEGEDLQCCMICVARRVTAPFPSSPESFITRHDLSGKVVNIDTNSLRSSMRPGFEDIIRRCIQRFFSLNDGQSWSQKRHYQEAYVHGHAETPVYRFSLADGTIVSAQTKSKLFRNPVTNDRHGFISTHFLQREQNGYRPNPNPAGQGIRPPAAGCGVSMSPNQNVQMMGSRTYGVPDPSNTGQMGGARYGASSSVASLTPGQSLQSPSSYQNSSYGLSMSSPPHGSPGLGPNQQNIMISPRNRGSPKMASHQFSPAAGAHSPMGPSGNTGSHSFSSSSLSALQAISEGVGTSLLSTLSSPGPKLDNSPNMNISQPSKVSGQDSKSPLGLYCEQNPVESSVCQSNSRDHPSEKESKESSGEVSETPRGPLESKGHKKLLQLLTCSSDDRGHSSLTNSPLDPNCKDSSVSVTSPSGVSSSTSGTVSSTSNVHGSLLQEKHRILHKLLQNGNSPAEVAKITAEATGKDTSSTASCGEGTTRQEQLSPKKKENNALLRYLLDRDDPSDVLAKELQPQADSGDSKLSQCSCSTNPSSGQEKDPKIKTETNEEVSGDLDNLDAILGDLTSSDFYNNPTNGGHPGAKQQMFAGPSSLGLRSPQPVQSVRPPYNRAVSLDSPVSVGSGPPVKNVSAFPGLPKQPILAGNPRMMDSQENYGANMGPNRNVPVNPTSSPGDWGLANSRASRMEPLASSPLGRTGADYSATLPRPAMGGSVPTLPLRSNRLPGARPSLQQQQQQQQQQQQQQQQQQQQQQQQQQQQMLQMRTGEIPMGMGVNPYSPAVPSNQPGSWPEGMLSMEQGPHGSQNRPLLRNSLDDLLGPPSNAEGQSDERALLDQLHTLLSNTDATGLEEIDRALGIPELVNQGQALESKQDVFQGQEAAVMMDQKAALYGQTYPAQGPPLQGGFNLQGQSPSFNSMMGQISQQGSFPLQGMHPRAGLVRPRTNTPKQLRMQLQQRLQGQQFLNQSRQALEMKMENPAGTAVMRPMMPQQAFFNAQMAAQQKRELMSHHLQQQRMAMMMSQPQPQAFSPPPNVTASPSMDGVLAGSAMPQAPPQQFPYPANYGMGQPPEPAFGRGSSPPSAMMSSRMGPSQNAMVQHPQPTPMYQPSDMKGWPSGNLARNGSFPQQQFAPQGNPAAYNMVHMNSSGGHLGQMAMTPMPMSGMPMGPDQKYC
IDE cell activ = IDE (human) activation, cell-based. HEK cells, FAbeta-B cleavage, fluorescence polarization; 0% vehicle, 100% cell-free pure enzyme wells. activation, % at 5.96 µM. actives 0.073% (n = 340,000). AID 493087;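 active = activation above the mean of all tested compounds plus 3 SD, set per screening campaign, cut at about 17% in these data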
VIM-2 inhibitor = blocks Pseudomonas aeruginosa VIM-2 metallo-beta-lactamase | purified VIM-2, nitrocefin hydrolysis, epi-absorbance fluorescence | inhibition, % at 5.6 µM | actives 0.89% (n = 290,000);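 active = inhibition above the mean of all tested compounds plus 3 SD, cutoff set per screening run, cut at about 7.5% in these data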;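 note: red hydrolysis product quenches plate fluorescence so inhibitors raise well fluorescence; 0% = enzyme with DMSO and 100% = DMSO without enzyme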
NALP1 inh = NALP1 inhibition. AID 2071. S. cerevisiae NALP1/ASC/caspase-1 growth, X-gal OD620, 72 h. actives 0.61% (n = 280,000). inhibition, % at 10 µM; in the data active = inhibition mostly above about 24%, no sharp cut-off; inactive = mostly below about 32%; note: some compounds called inactive have numbers as strong as hits
IDE cell inh = cellular human IDE inhibition; P14735; HEK cells, FAbetaB cleavage, fluorescence polarization; inhibition, % at 5.59 µM; actives 0.41% (n = 320,000);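 active = percent inhibition above the average of all tested compounds plus 3 SD, set per screening campaign, cut at about 16% in these data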;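 note: IDE supplied by intact live HEK cells; FP after avidin binding of uncleaved biotin substrate so inhibition keeps polarization high; 0% = DMSO wells and 100% = 60 µM reference IDE inhibitor Ii1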
IMP-1 inh = inhibitors of Pseudomonas aeruginosa IMP-1 metallo-beta-lactamase. purified IMP-1, nitrocefin hydrolysis, epi-absorbance fluorescence. inhibition, % at 5.6 µM. actives 0.45% (n = 290,000);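 active = inhibition above the mean plus 3 SD of all compounds in the same screening run, cut at about 4.5% in these data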;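 note: 0% = IMP-1 with DMSO and 100% = DMSO wells lacking enzyme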
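System: purified IMP-1; amount: IMP-1 0.2 nM before substrate addition; compound: single dose, 5.6 µM; times: 25 °C, 15 min preincubation, 25 min reaction; signal: Epi-absorbance via hydrolysed-nitrocefin quenching of white-plate fluorescence, 480/530 nm, EDTA stop; benchmarks: DMSO with and without IMP-1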
PHOSPHO1 inh = inhibitors of human PHOSPHO1 phosphatase; recombinant PHOSPHO1, absorbance phosphatase assay; actives 1.1% (n = 290,000); inhibition, % at 13.3 µM; in the data active = inhibition above about 60%
* = called active by the depositor; x = no result given.

SMILES	GPR7 antagonist	PfM18AAP inh	pCIP destab	IDE cell activ	VIM-2 inhibitor	NALP1 inh	IDE cell inh	IMP-1 inh	PHOSPHO1 inh
Clc1ccc(CSc2nnc3c(n2)[nH]c2ccccc23)cc1	12	-4	5	-2	-0.1	11	0	-1.2	29
CN1CCC(NC(=O)Nc2cccc(C(F)(F)F)c2)CC1	-1	-1	-1	5	-0.1	-19	-3	-0.8	18
NC(=O)c1ccccc1OCc1cccc2ccccc12	6	-15	4	1	-0.7	18	-3	-3.1	42
CC1Sc2ccc(S(=O)(=O)N3CCC(C(=O)NCCc4ccccc4)CC3)cc2NC1=O (stereo unspecified)	19	-4	-8	-2	-2.5	3	6	-4.0	44
O=c1[nH]c(C2CCCN(S(=O)(=O)c3ccc(F)cc3)C2)nc2c1nnn2Cc1ccc(F)cc1 (stereo unspecified)	-7	-1	-1	2	-4.1	4	4	-1.1	32
O=C(O)CCc1ccc(S(=O)(=O)Nc2ccccc2C(=O)NCCc2ccccc2)cc1	-4	-1	3	5	-1.9	7	4	-2.3	14
CCOCCCNC(=O)/C(C#N)=C/c1ccc(Cl)c([N+](=O)[O-])c1	-5	1	14	-3	-2.6	4	1	-3.2	12
COc1cccc(CCc2nnc(CCC(=O)N(C)C3CC(C)(C)NC(C)(C)C3)o2)c1	-7	-6	-8	5	-1.5	13	-1	-3.4	34
Nc1nc(N)nc(-c2ccccc2)n1	-3	-9	2	8	-1.8	11	0	-1.5	21
CCOc1ccc(C2Nc3ccc4ccccc4c3-c3c2c(=O)oc2ccccc32)cc1 (stereo unspecified)	7	-2	-5	4	-1.1	14	3	-4.8	-2
COc1ccc(N2CCN(C(=O)C(C)(C)Oc3ccc(Cl)cc3)CC2)cc1	-1	-1	-10	6	-2.8	28	2	-0.8	46
CC(C)CC(=O)Nc1ccccc1N1CCN(c2ccccc2)CC1	-14	-13	11	4	-0.5	-6	-1	-2.6	-20
COc1cc(OC)c(OC)cc1/C=N/NC(=O)c1cnccn1	-8	-2	-3	9	0.3	10	-3	-2.8	45
CCC(C)NC(=O)C1CC(c2cccc(OC)c2)=NO1 (stereo unspecified)	2	-4	-4	4	-1.0	-1	1	-1.4	18
COc1ccc(C2=NN(CCC(=O)NCC3CCCO3)C(=O)CC2)cc1 (stereo unspecified)	1	1	-10	0	-1.0	-4	4	-4.6	34

Record cards, from the list above.
Profile of `COc1ccc(N2CCN(C(=O)C(C)(C)Oc3ccc(Cl)cc3)CC2)cc1` = GPR7 antagonist = -1; PfM18AAP inh = -1; pCIP destab = -10; IDE cell activ = 6; VIM-2 inhibitor = -2.8; NALP1 inh = 28; IDE cell inh = 2; IMP-1 inh = -0.8; PHOSPHO1 inh = 46
Profile of `COc1cc(OC)c(OC)cc1/C=N/NC(=O)c1cnccn1` = GPR7 antagonist = -8; PfM18AAP inh = -2; pCIP destab = -3; IDE cell activ = 9; VIM-2 inhibitor = 0.3; NALP1 inh = 10; IDE cell inh = -3; IMP-1 inh = -2.8; PHOSPHO1 inh = 45

Next records follow:
SMILES	GPR7 antagonist	PfM18AAP inh	pCIP destab	IDE cell activ	VIM-2 inhibitor	NALP1 inh	IDE cell inh	IMP-1 inh	PHOSPHO1 inh
Cc1ccc(NC(=O)CC(C(=O)O)c2ccccc2)cc1 (stereo unspecified)	-6	0	5	6	-1.9	6	2	-1.4	11
Cn1nc(C(=O)NCc2ccc(Cl)cc2)c2c1-c1ccccc1S(=O)(=O)C2	1	-4	-10	-1	-2.7	2	4	-3.2	36
COC(=O)Nc1csc2c1NC(=O)CCCC2	-14	-2	-3	1	-2.1	18	-4	-1.6	27
O=C(N=NC(=O)c1ccc2c(O)n(CC3CCCO3)c(O)c2c1)c1cccnc1 (stereo unspecified)	-6	3	-13	-5	-2.8	14	1	-4.1	34
Cc1ccc(OCCNC(=O)c2ccco2)cc1C	7	2	-7	8	2.7	22	1	0.7	-4
O=C(NNC(=O)c1ccncc1)c1ccncc1	-11	-10	4	-1	-2.3	25	-4	-2.1	4
CCS(=O)(=O)N1Cc2ccccc2CC1C(=O)OCC(=O)Nc1ccc(SC(F)F)cc1 (stereo unspecified)	7	0	-1	0	-3.9	-1	5	-3.7	11
CCCCNC(=O)c1ccc(CS(=O)(=O)c2cccc(C(F)(F)F)c2)o1	-2	-3	-7	1	-0.9	-39	-3	-1.7	14
CCN1CCN(C2=C(NS(=O)(=O)c3ccc(C)cc3)C(=O)c3ccccc3C2=O)CC1	-5	31*	-3	1	-6.2	11	0	-4.3	29
CC(=O)c1ccccc1NC(=O)COC(=O)/C=C/c1ccc(C)o1	-5	-1	25	0	-0.2	19	1	-3.3	12
CCC1CCCCN1CC(C)(C)NS(=O)(=O)c1ccccc1 (stereo unspecified)	1	-6	-16	7	-2.4	25	-4	-3.1	6
CC1(C)CC2CC(C)(CN2C(=O)c2cc(-c3ccccc3)on2)C1 (stereo unspecified)	-14	0	-3	2	-2.5	13	3	-4.4	4
COc1ccc(C2CC(C(F)(F)F)n3nc(C(=O)Nc4ccc5c(c4)OCO5)cc3N2)cc1 (stereo unspecified)	-10	-3	2	10	-0.4	14	6	-2.4	5
O=C(N/N=C/C=C/c1ccco1)c1cccnc1	-7	14	-1	0	-1.2	-6	-1	-4.0	6
O=C(N/N=C/c1ccc2c(c1)OCO2)C(=O)N1CCCC1	0	1	4	3	-0.3	10	5	-0.8	-4

The last 2 compounds of the part above are carried over, then new ones follow.
SMILES	GPR7 antagonist	PfM18AAP inh	pCIP destab	IDE cell activ	VIM-2 inhibitor	NALP1 inh	IDE cell inh	IMP-1 inh	PHOSPHO1 inh
O=C(N/N=C/C=C/c1ccco1)c1cccnc1	-7	14	-1	0	-1.2	-6	-1	-4.0	6
O=C(N/N=C/c1ccc2c(c1)OCO2)C(=O)N1CCCC1	0	1	4	3	-0.3	10	5	-0.8	-4
O=C(Nc1ccccc1)OC1CC2CC1C1CCCC21 (stereo unspecified)	-14	6	7	0	-2.2	13	-3	-2.8	-19
Cc1ccccc1OCCCC(=O)Nc1nncs1	8	1	-20	-8	-0.7	15	-2	-0.2	16
O=C(Cc1ccccc1)Nc1ccccc1C(=O)Nc1ccccc1	-10	-10	-5	-3	-0.9	22	5	-4.7	-11
COC(=O)C1=C(C)OC(N)=C(C#N)C1C1CCCCC1 (stereo unspecified)	6	-2	6	1	-3.2	17	7	0.2	-22
Cc1ccc(CN2CCc3[nH]c(=S)[nH]c(=O)c3C2)cc1	0	20	-22	-1	-1.3	-39	1	-1.7	7
COc1ccc(NC(=O)C2CCCN2C(=O)NC2CCCCC2)cc1OC (stereo unspecified)	-7	8	-1	1	-3.0	11	-3	-2.9	6
CCOc1ccc(N2C(=O)CC(N(Cc3ccco3)C(=O)CCC(=O)O)C2=O)cc1 (stereo unspecified)	16	14	-4	5	2.3	0	-4	-0.7	1
Cn1c(COc2ccc(Cl)cc2)nc2ccccc2c1=O	-7	-1	19	-3	-1.5	16	4	-1.9	16
COc1ccccc1Nc1ccncc1[N+](=O)[O-]	7	-14	-2	-1	1.5	-1	2	-1.2	-1
CNC(=O)c1ccc(CNC(=O)OCc2ccccc2)cc1	-14	-3	-4	4	-2.1	-9	-5	-3.2	42
Cc1cccc(N(CC(=O)N2CCc3ccccc3C2)S(C)(=O)=O)c1C	-3	-6	2	7	-1.1	14	1	0.7	-2
CCc1c(C)[nH]n(-c2nc(-c3cccc([N+](=O)[O-])c3)cs2)c1=O	-3	11	3	-6	-6.0	18	3	-4.0	-5
O=[N+]([O-])c1ccc(-c2cn(-c3ccccc3)c(=S)[nH]2)cc1	12	27	-4	1	-1.7	25	2	-2.0	-4
COc1cc2[nH]c(=S)nc(NCc3ccc(C)cc3)c2cc1OC	-6	11	1	5	-3.1	-36	2	-2.8	-102
CC(C)c1nnc(NC(=O)CSc2nc3ccccc3s2)s1	-9	-2	-7	1	-6.8	6	2	-7.0	15

Retrieved by compound from the entries so far, 5 records:
SMILES	GPR7 antagonist	PfM18AAP inh	pCIP destab	IDE cell activ	VIM-2 inhibitor	NALP1 inh	IDE cell inh	IMP-1 inh	PHOSPHO1 inh
O=[N+]([O-])c1ccc(-c2cn(-c3ccccc3)c(=S)[nH]2)cc1	12	27	-4	1	-1.7	25	2	-2.0	-4
Cc1ccc(CN2CCc3[nH]c(=S)[nH]c(=O)c3C2)cc1	0	20	-22	-1	-1.3	-39	1	-1.7	7
COc1ccccc1Nc1ccncc1[N+](=O)[O-]	7	-14	-2	-1	1.5	-1	2	-1.2	-1
CCOc1ccc(N2C(=O)CC(N(Cc3ccco3)C(=O)CCC(=O)O)C2=O)cc1 (stereo unspecified)	16	14	-4	5	2.3	0	-4	-0.7	1
CNC(=O)c1ccc(CNC(=O)OCc2ccccc2)cc1	-14	-3	-4	4	-2.1	-9	-5	-3.2	42

Later entries.
SMILES	GPR7 antagonist	PfM18AAP inh	pCIP destab	IDE cell activ	VIM-2 inhibitor	NALP1 inh	IDE cell inh	IMP-1 inh	PHOSPHO1 inh
CCN(CC)C(=O)c1sc(NC(=O)c2cccc([N+](=O)[O-])c2)c(C#N)c1C	-2	0	-15	-4	-5.5	18	0	-2.4	-5
Cc1ccc(N(Cc2cc(=O)[nH]c3ccccc23)C(=O)c2ccco2)cc1	11	-9	-50	-18	-0.7	12	6	0.3	20
O=C(NCCc1ccccn1)c1ccc(OC2CCN(CCc3ccccc3)CC2)cc1	-1	-1	0	9	-3.4	19	x	3.7	36
COc1ccc(-n2cnc3scc(-c4ccccc4)c3c2=O)cc1	-3	-10	-5	-1	-2.6	-29	-3	-4.3	0
CCOc1ccc(N(CC(=O)Nc2cc(Cl)ccc2C)S(C)(=O)=O)cc1	-5	1	-6	5	-3.2	3	-4	-3.3	8
O=C(NCc1cccs1)Nc1cc(Cl)ccc1Cl	-12	-14	-3	1	1.5	-2	1	0.0	-3
COc1ccc(C(=O)NCc2nc(C)c(C)s2)cc1OC1CCN(C(C)C)CC1	-1	0	4	7	-3.2	8	-3	-4.2	48
O=C(c1ccccc1)c1nn(-c2ccccc2)c(=O)cc1C(F)(F)F	-1	-6	-17	-3	-7.3	3	4	-3.6	-100
COn1cnnc1-c1ccccc1	-3	3	-3	6	-0.9	0	2	0.1	15
O=C(CSc1ncnc2sccc12)Nc1ccccc1F	1	-2	10	1	-0.1	4	6	-0.1	-24
CSCC(=O)N1CCC(CCC(=O)NC2CC2)CC1	-6	3	0	-2	-5.2	9	0	-1.4	44
CCOc1ccc(NC(=O)c2cc(C)nc3ccccc23)cc1	-8	-12	2	4	1.0	-5	7	-2.5	-2
Cc1sc(NC(=O)c2ccco2)c(CN2CCN(c3ccccc3)CC2)c1C	2	-7	0	0	-1.8	-6	3	-3.2	3
CC(C)OCCCNC(=O)c1ccc(NC(=O)C2=CSCCO2)cc1	0	-13	-1	-3	-2.2	2	0	-1.9	12
Cc1ccc(NC(=O)c2nnn(CC(=O)Nc3ccccc3)c2N)cc1C	-2	4	-3	4	-1.2	29	0	-3.3	14
CCOC(=O)c1c(C)nc2ncccn12	-14	1	-10	5	-1.6	x	6	-1.8	-6
Nc1nc(CSc2nc3ccccc3[nH]2)cs1	-8	12	13	1	-5.5	13	1	-4.0	97*
CN1C(=O)C(Cc2cnc[nH]2)NC1=S (stereo unspecified)	-13	4	5	7	-2.4	-1	4	-1.8	19

An unsorted share of the library (roughly 5.3% active in at least one column).
